# Screening data: PubChem BioAssay, The Scripps Research Institute Molecular Screening Center
# GPR151 activ: human GPR151 activation; 1% of 650,000 active; activation, % at 11.2 µM; AID 1508602; Q8TDV0; PathHunter beta-arrestin GPR151 cells, luminescence; in the data active = activation above about 4.9%;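 note: 0% = median of compound wells and 100% = cells with positive control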
# Target sequence (Q8TDV0 whole entry, looked up): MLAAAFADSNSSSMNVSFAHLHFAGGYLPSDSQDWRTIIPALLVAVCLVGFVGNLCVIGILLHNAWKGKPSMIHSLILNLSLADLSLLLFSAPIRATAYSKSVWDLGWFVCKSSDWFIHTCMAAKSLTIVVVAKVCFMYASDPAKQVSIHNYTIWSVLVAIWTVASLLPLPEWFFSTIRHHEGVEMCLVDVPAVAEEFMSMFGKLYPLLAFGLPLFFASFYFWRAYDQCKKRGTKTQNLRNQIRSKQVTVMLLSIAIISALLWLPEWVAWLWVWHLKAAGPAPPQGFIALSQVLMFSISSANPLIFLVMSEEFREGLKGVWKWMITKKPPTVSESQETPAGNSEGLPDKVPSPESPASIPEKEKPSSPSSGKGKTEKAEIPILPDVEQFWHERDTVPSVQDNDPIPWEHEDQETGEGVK
# FBW7 act: human FBW7 E3 ligase activation, primary screen; AID 1259310; normalized activity (activation), % at 26.1 µM; 0.13% of 650,000 active; AlphaScreen FBW7–phospho-cyclin E peptide binding, activator screen; in the data active = normalized activity above about 1.9%;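 note: purified mutant Fbw7 with reduced substrate affinity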
# TEAD-YAP block: TEAD-YAP interaction inhibition. AID 1259422. 1.4% of 640,000 active. HEK-TIYL cells, TEAD-Gal4/YAP UAS-luciferase luminescence. inhibition, % at 9.12 µM; in the data active = inhibition above about 32%;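 note: 0% = median of test compound wells and 100% = reference inhibitor wells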
# MITF inh: inhibitors of human MITF. O75030. AlphaScreen MITF homodimerization, bead proximity signal. inhibition, % at 2.6 µM. 0.91% of 650,000 active. AID 1259374; in the data active = inhibition above about 50%;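 note: 0% = vehicle wells with protein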
# Target sequence (O75030 whole entry, looked up): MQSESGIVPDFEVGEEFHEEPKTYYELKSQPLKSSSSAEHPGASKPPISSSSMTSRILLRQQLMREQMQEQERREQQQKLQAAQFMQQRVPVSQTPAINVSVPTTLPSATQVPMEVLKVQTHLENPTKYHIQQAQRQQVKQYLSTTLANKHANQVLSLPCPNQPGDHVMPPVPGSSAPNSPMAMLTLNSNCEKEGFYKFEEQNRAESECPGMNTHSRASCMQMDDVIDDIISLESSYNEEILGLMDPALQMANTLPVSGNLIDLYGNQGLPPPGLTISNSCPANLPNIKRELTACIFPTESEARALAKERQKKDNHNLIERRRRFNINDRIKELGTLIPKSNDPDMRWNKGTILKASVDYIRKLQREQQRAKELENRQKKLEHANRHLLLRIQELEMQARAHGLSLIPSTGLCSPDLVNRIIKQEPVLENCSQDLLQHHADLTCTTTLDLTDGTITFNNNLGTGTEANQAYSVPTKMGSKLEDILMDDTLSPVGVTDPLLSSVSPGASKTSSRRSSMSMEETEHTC
# * = called active by the depositor.
SMILES,GPR151 activ,FBW7 act,TEAD-YAP block,MITF inh
Cc1ccc(-c2noc(C3CCCN(S(=O)(=O)c4ccccc4F)C3)n2)cc1 (centres undefined),-0.2,1.1,-8,19
CCN(CC)C(=O)CSc1nc2c(sc(=S)n2-c2cc(Cl)ccc2OC)c(=O)n1-c1ccc(F)cc1,0.4,0.8,-6,1
CCCCOc1ccc(C(=O)Nn2c(-c3ccc(C)cc3)nc3ccccc3c2=O)cc1,-1.1,0.0,2,-7
COc1cccc(NC(=O)c2oc3ccccc3c2NC(=O)C(C)C)c1,0.0,0.0,-2,-9
Cc1cccc(-c2nn3c(Cc4ccccc4)nnc3s2)c1,-0.3,-0.1,6,7
Cc1nnc(SCC(=O)N(C(C)C)C(C)C)nc1C,0.6,0.0,-22,-5
COC(=O)CSc1nc2sc3c(c2c(=O)n1-c1ccc(OC)cc1)CCCC3,-0.4,0.0,1,-3
CSC1CCCCC1(O)CSc1nc(-c2ccccc2)cc(-c2ccccc2)c1C#N (centres undefined),-0.2,0.8,4,17
Cc1ccc(C(=O)Nc2cc(C34CC5CC(CC(C5)C3)C4)ccc2C)cc1,-0.4,0.3,-6,17
CC(C)(C)c1ccc(CN[C@H]2C[C@H]3C(=O)N[C@@H](COCc4ccccc4)C(=O)N3C2)cc1,-1.6,-0.1,-3,-7
CN(CC(=O)Nc1cccc(F)c1)C(=O)c1cccc(C(F)(F)F)c1,-0.7,0.3,0,13
CCCOC(=O)c1c(NC(=O)c2nc3ncccn3n2)sc(C(=O)OCC)c1C,2.8,0.1,3,-3
CCCS(=O)(=O)N1CCN(CC(=O)c2cccs2)CC1,2.2,-0.3,0,67*
O=c1oc2ccc([N+](=O)[O-])cc2cc1-c1nc2ccccc2[nH]1,-1.5,-0.1,5,3
Cc1cccc(C)c1NC(=O)C(=O)NCCc1ccccc1Cl,-0.8,-0.1,-3,-1
Cc1ccc(C(=O)Nc2ccc(NC(=O)c3ccccc3[N+](=O)[O-])cc2)cc1,-0.9,0.1,-7,6
CCOC(=O)N1CCN(C(=O)CN(CC)S(=O)(=O)c2ccc(Cl)cc2)CC1,-0.7,0.0,14,12
O=[N+]([O-])c1ccc(C=NC23CC4CC(CC(C4)C2)C3)cc1,1.2,0.1,-3,3
CCOC(=O)c1c(C)n(-c2ccccc2)c2c1cc(OC(=O)C(C)(C)C)c1ccccc12,-0.8,-0.1,-3,-3
COc1ccc(CNC(=O)/C(C)=C\C(=O)O)cc1,-0.2,0.3,-4,14
Cc1cc2ccccc2n1CCNC(=O)c1ccc([N+](=O)[O-])cc1,1.6,-0.7,-2,-3
Cc1ccccc1OCc1nc(-c2ccccn2)no1,-3.6,-0.1,-48,-2
O=C(CS(=O)(=O)c1c[nH]c2ccccc12)NC1CCCCC1,-0.6,0.0,-2,0
N#Cc1cccc(CN2CCC(N(CC3CC3)C(=O)c3ccc4c(c3)OCO4)CC2)c1,0.4,0.1,-4,-7
CC(=O)NC1=NN(C(C)=O)C(C)(c2cccs2)S1 (centres undefined),-1.0,-0.1,60*,1
CC1CCC(C(=O)NC(C(=O)O)C(C)C)CC1 (centres undefined),0.3,0.0,0,-10
CCOc1ccccc1C(=O)Nc1c2c(nn1-c1ccc(C)cc1)CS(=O)C2 (centres undefined),0.0,0.0,-2,-6
COCCCn1c(Cc2ccccc2)nnc1SCC(N)=O,-0.3,-0.3,-1,27
CCN1C(=O)C2(NNc3ccccc3O2)c2ccccc21 (centres undefined),-0.5,-0.1,2,-11
Cc1ccc(C2C=C(c3ccc(Cl)cc3)Nc3ncnn32)c(C)c1 (centres undefined),1.1,0.0,-17,1
CN(C)CCOCCOc1ccc(Cl)c2ccccc12,0.2,0.0,1,24
COc1c(Cl)cc(Cl)cc1C(=O)Nc1ccccc1N1CCOCC1,0.3,0.0,4,3
NC(=O)C1CCN(Cc2c(F)cccc2Cl)CC1,2.2,-0.1,-1,44
O=C(Nc1ccc(F)cc1F)/C(=C\c1ccc2c(c1)OCO2)NC(=O)c1ccccc1Cl,0.7,0.1,-13,-9
CCOc1ccccc1-n1cnc2cc(C(=O)NCC(OC)OC)ccc21,0.7,-0.1,-1,-1
COc1ccc(C(=O)Oc2ccc(/C=C/c3ccccn3)cc2)cc1OC,-2.0,0.2,-20,4
O=C(CN1C(=O)NC2NC(=O)NC21)N/N=C/c1ccccc1F (centres undefined),0.1,0.1,-2,24
O=C(COC(=O)c1ccc(-n2c(=O)c3ccccc3c3ccccc3c2=O)cc1)c1ccc(Cl)cc1,0.4,0.1,9,9
CC(C)(C)C(=O)NC1CCN(S(C)(=O)=O)CC1,-0.1,-0.1,-6,-5
Nc1c(C(=O)c2ccccc2)sc2nc3c(c(-c4cccs4)c12)CC/C3=C\c1cccs1,-0.1,0.1,-6,-2

# Reprinted from the entries so far for reference:
SMILES,GPR151 activ,FBW7 act,TEAD-YAP block,MITF inh
Cc1ccc(C2C=C(c3ccc(Cl)cc3)Nc3ncnn32)c(C)c1 (centres undefined),1.1,0.0,-17,1
CN(C)CCOCCOc1ccc(Cl)c2ccccc12,0.2,0.0,1,24
COc1c(Cl)cc(Cl)cc1C(=O)Nc1ccccc1N1CCOCC1,0.3,0.0,4,3
NC(=O)C1CCN(Cc2c(F)cccc2Cl)CC1,2.2,-0.1,-1,44
O=C(Nc1ccc(F)cc1F)/C(=C\c1ccc2c(c1)OCO2)NC(=O)c1ccccc1Cl,0.7,0.1,-13,-9
CCOc1ccccc1-n1cnc2cc(C(=O)NCC(OC)OC)ccc21,0.7,-0.1,-1,-1
COc1ccc(C(=O)Oc2ccc(/C=C/c3ccccn3)cc2)cc1OC,-2.0,0.2,-20,4

# Carrying on:
SMILES,GPR151 activ,FBW7 act,TEAD-YAP block,MITF inh
COc1ccc(NC(=O)CC2Sc3ccccc3NC2=O)cc1OC (centres undefined),0.8,0.2,-5,9
COc1ccc(N(CC(=O)NCCSCc2ccccc2)S(C)(=O)=O)cc1OC,0.5,0.0,4,10
O=C(NC(=S)Nc1ccc(N2CCOCC2)c(Cl)c1)c1ccc(F)cc1,-0.2,0.1,-4,8
CCOc1ccc(-c2ccc(C)c(NS(=O)(=O)c3ccc(NC(=O)CC)cc3)c2)nn1,-0.6,0.2,-26,11
O=C(NCc1ccccn1)C(=O)Nc1ccccc1Cl,-0.6,0.0,-40,-13
COc1ccc(C2=N/C(=C\c3ccc(OC)c(OC)c3)C(=O)O2)cc1,0.7,0.1,6,6
O=C(CCN1C(=O)C2C3C=CC(C3)C2C1=O)N1CCN(C(=O)CCN2C(=O)C3C4C=CC(C4)C3C2=O)CC1 (centres undefined),2.7,0.0,3,3
O=[N+]([O-])c1ccc(Nc2nc3nonc3nc2Nc2ccc([N+](=O)[O-])cc2)cc1,-0.5,-0.2,-7,-5
CC(C)c1ccc(S(=O)(=O)N2CCC(C(=O)O)CC2)cc1,-1.4,0.0,-8,8
CCN(CC)C(=O)CN1C(=O)C(C)Oc2ccc(C)cc21 (centres undefined),-0.5,0.4,-9,21
O=C(c1ccc(C(=O)N2CCN(c3cccc(Cl)c3)CC2)cc1)N1CCN(c2cccc(Cl)c2)CC1,0.7,0.0,3,-7
CCOP(=O)(OCC)c1nc(-c2cccc3ccccc23)oc1N1CCOCC1,1.0,-0.1,-5,-9
COc1cc(OC)c(NC(=O)c2ccc(Cl)cc2[N+](=O)[O-])cc1Cl,-0.2,0.3,11,17
OC(COCc1ccc(Cl)cc1)CN1CCN(Cc2ccc3c(c2)OCO3)CC1 (centres undefined),0.6,0.7,3,11
Cc1ccc2nc3c(cc(C#N)c(=O)n3-c3ccccc3Br)c(=O)n2c1,-0.4,0.0,-4,5
Cc1ccc(Cl)cc1NC(=O)Cn1c(=O)n(Cc2ccc(F)cc2)c(=O)c2nccnc21,0.1,0.5,-6,20
CC(=O)N1CCC(=NNc2ccc(S(=O)(=O)N3CCOCC3)cc2[N+](=O)[O-])CC1,0.2,0.5,-3,18
COc1ccccc1NC(=O)Cn1cnc2scc(-c3ccc(F)cc3)c2c1=O,0.7,-0.2,-1,-3
COc1ccc2c(c1)C(C1=C(O)CC(C)(C)CC1=O)C1=C(CC(C)(C)CC1=O)O2 (centres undefined),0.5,0.0,-6,-4
CCCCCOC(=O)c1ccc2c(c1)C(=O)N(c1ccc(Cl)cc1Cl)C2=O,1.3,-0.1,1,7

# 4 compounds picked at random from the list so far:
SMILES,GPR151 activ,FBW7 act,TEAD-YAP block,MITF inh
O=C(CS(=O)(=O)c1c[nH]c2ccccc12)NC1CCCCC1,-0.6,0.0,-2,0
Cc1ccc(C(=O)Nc2cc(C34CC5CC(CC(C5)C3)C4)ccc2C)cc1,-0.4,0.3,-6,17
CC(=O)NC1=NN(C(C)=O)C(C)(c2cccs2)S1 (centres undefined),-1.0,-0.1,60*,1
Cc1cccc(-c2nn3c(Cc4ccccc4)nnc3s2)c1,-0.3,-0.1,6,7

# Going on with the list.
SMILES,GPR151 activ,FBW7 act,TEAD-YAP block,MITF inh
CC1CCN(c2nc3nonc3nc2Nc2cccc(Br)c2)CC1,0.4,-0.2,13,-3
CC1=NN(c2ccc(C(=O)O)cc2)C(=O)/C1=C1/C(=O)N(Cc2ccccc2)c2ccccc21,-0.7,-0.6,1,6
COC(=O)C1Cc2c([nH]c3ccccc23)CN1 (centres undefined),1.0,0.0,1,5
CC(=O)O/C(=C\c1cn(C(C)=O)c2ccccc12)C(=O)O,-1.1,0.9,12,24
CSCC(=O)Nc1ccc(C)c(C)c1,-0.7,0.0,10,11
CC(=O)N1CCc2cc(C(=O)CN3CCCN(Cc4ccccc4F)C3)ccc21,-0.1,0.2,-3,2
CCOC(=O)CCN1C(=O)/C(=C/C=C/c2ccccc2)SC1=S,0.4,-0.1,16,10
O=C(COn1nnc2ccccc21)NC(=O)Nc1ccc2c(c1)OCCO2,2.6,-0.1,-3,-13
CC(C)CC1NC(=O)N(CC(=O)N2CCCc3ccccc32)C1=O (centres undefined),-1.5,-0.1,0,2
COc1cccc(NC(=O)CCCOc2ccccc2)c1,0.4,0.6,3,6
CC(C)n1cnc2c(NCCOc3ccccc3)nc(Nc3ccncc3)nc21,-0.3,0.0,5,-1
CN(C)C(=O)CSc1nc2ccccc2n1CC(=O)N1CCOCC1,1.1,0.0,1,20
CN(C)CCCNc1nc(-c2ccco2)c2c(c1C#N)CC(C)(C)OC2,-0.8,0.0,1,20
O=C(NCc1cccnc1)c1ccc(Br)cc1,1.4,0.1,8,13
O=C(COc1ccc(Cl)cc1)N/N=C/c1cc(O)ccc1[N+](=O)[O-],-0.8,0.0,-1,-3
O=C(NCc1nc2ccccc2[nH]1)c1cccc(Nc2cccnc2)n1,1.2,0.0,-2,4
COc1ccc(Cn2cc(Nc3nc(C4COc5ccc(OC)cc5C4)nc4ccccc34)cn2)cc1 (centres undefined),0.0,0.3,-3,11
COc1cc2c(C(=O)N3CCC(C(N)=O)CC3)cn(CC(C)C)c(=O)c2cc1OC,0.1,0.0,-5,-1
N#Cc1ccccc1COc1ccc(/C=C2\SC(=Nc3ccccc3)N(C3CCCC3)C2=O)cc1Br,-1.7,0.2,0,10
Cc1cccc2cc(CN(CCN3CCOCC3)C(=O)Nc3ccccc3F)c(=O)[nH]c12,-0.2,0.2,8,15
CCN(CC)S(=O)(=O)c1cccc(-c2nc3c4c5c(sc4ncn3n2)CCCC5)c1,-1.0,0.0,8,16
CN1CCC(NCc2c(C(=O)N3CCCCCCC3)nc3ccc(Cl)cn23)CC1,1.4,0.0,-21,3
O=C(CN1C(=O)C2CC=CCC2C1=O)NC(c1ccccc1)c1ccccc1 (centres undefined),0.5,0.2,6,12
Oc1ccc(CCNc2nc(NCCN3CCOCC3)nc3c2ncn3-c2ccccc2)cc1,-1.9,-0.2,37*,7
O=C(N/N=C/c1cc(Br)cs1)c1ccncc1,2.5,0.0,0,9
Cc1cc(Br)ccc1NC(=O)c1sc2ncnc(N3CCCCC3C)c2c1C (centres undefined),4.6,0.1,-8,-2
O=C(CN1C(=O)[C@H]2CCCN2C(=O)c2ccccc21)NCc1cccs1,0.4,0.3,-8,-26
Cc1nc(N2CCCC(NCc3ccsc3)CC2)nc2ccc(F)cc12 (centres undefined),0.3,0.6,-11,-7
CC(=O)NC1(C(F)(F)F)N=C(c2ccc(C)cc2)NC1=O (centres undefined),1.6,-0.1,4,9
C=CCNC(=O)c1ccccc1NC(=O)c1ccc(C(C)(C)C)cc1,0.2,0.8,-32,11
COc1ccc(-c2cnn3c(NCc4ccco4)ccnc23)c(OC)c1,-1.2,0.6,-9,2
Cc1cccc(N2CCN(S(=O)(=O)N(C)C)CC2)c1C,1.7,0.2,2,15
O=C(N/N=C/c1ccco1)c1ccc(Cl)cc1Cl,4.2,0.3,-39,7
c1ccc(Cc2nc3ccc(Oc4ccc5nc(Cc6ccccc6)[nH]c5c4)cc3[nH]2)cc1,-0.3,0.6,-3,17
O=C(CSc1nc2ccccc2c(=O)n1NC(=O)c1ccc(F)cc1)NC1CCCCC1,-2.0,0.6,17,11
CCOC(=O)c1c(NC(=O)c2cccs2)sc(C(=O)Nc2cc(C(F)(F)F)ccc2Cl)c1C,2.2,0.1,6,2
O=C(c1ccc(OC2CCN(C(=O)C3CC3)CC2)cc1)N(CCO)Cc1ccccc1,-2.3,0.0,1,-6
COc1cccc(C2C3=C(COC3=O)Nc3c2c(=O)n(C)c(=O)n3C)c1OC (centres undefined),-1.1,-0.2,-6,5
Cc1ccc(CNC(=O)c2ccc3nc(-c4cccs4)c(-c4cccs4)nc3c2)cc1,-0.2,-0.1,13,1

# No enrichment for hits; 3.4% or so of the library scored in one or more.
